HT1080NT lethal = kills 2HG-producing HT-1080-NT fibrosarcoma cells; HT-1080-NT fibrosarcoma viability, CellTiter-Glo ATP luminescence, 48 h; Potency, µM (series often up to 46.1 µM), without a hit: at the highest dose activity, negative = less viability, actives largely listed as cytotoxic; actives 1.6% (n = 360,000); AID 686970;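 further: NT is the 2HG producing partner of a matched IDH1 knockdown line; potency means the concentration at half of the fitted maximal effect; 0% = DMSO-treated cells and -100% = media-only wells without cells; nearly all actives have a fitted effect of over 55% in size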
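Fibrosarcoma NT cells, 750 per well in 5% FBS RPMI, were exposed to compound for 48 hours. Viability: CellTiter-Glo luminescence.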
ATXN2 expr inh = ATXN2 expression inhibition; HEK-293 ATXN2-luciferase reporter, luminescence, 24 h; actives 0.72% (n = 360,000); Potency, µM (highest dose often 57 µM), inactives show at the highest dose activity change, negative = inhibition, most hits filed as inhibitors; further: potency means the concentration at half of the fitted maximal effect; on the % scale 0 is the no-effect control and ±100 the full control effect; nearly all actives have a fitted effect of over 55% in size
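ATXN2-luciferase reporter cells (luciferase flanked by upstream and downstream ATXN2 gene portions) were treated 24 h at 37 °C with compounds at up to 57 uM. SteadyGlo luminescence gave expression; GF-AFC fluorescence gave viability.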
MCF10A rerep = DNA re-replication induction in MCF 10a cells. MCF 10A DNA re-replication, Hoechst nuclear intensity, 48 h. Potency, µM (titrated, usually from 46.1 µM), inactives show top-dose activity, positive = re-replication, hits mostly activators. AID 624296. actives 2.9% (n = 350,000); further: potency means the concentration at half of the fitted maximal effect; % of control where 0% means no effect; nearly all actives have a fitted effect of over 50% in size
SW480 rerep = induces DNA re-replication in SW480 colon adenocarcinoma cells; SW480 DNA re-replication, Hoechst DNA content imaging, 48 h; Potency, µM (doses to about 46.1 µM), for inactives: at the highest dose re-replication activation, actives largely listed as activators; actives 1.8% (n = 340,000); AID 624297; further: potency means the concentration at half of the fitted maximal effect; % of control where 0% means no effect; nearly all actives have a fitted effect of over 55% in size
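250 cells/well; 23 nL cpd via pin tool; 48 hr, 37 C, 5% CO2; Hoechst 40 min; imager read of total nuclear intensity, ex 405/em 500-530 nm.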
IL-1B inflam inh = inflammasome signaling inhibition, IL-1 beta readout | THP-1 LPS/ATP IL-1B secretion, AlphaLISA, 16 h; hits give low values | actives 4.7% (n = 360,000) | activity change, % at 57.5 µM; in the data active means activity change below about -50%; inconclusive means mostly about -30% to -49%; further: on the % scale 0 is the no-effect control and ±100 the full control effect
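Secreted IL-1B measured by AlphaLISA bead assay after 16 h compound exposure of THP-1 cells; compounds (final up to 57.5 uM) added 1 h before LPS (250 ng/mL) and ATP (1.25 mM) stimulation; lower signal means less secretion.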
ATXN viability = viability counter-screen for ATXN expression inhibitors; Potency, µM (top dose mostly 56.7 µM), most hits filed as cytotoxic; actives 0.49% (n = 400,000); S2 cells (HEK-293 line with an ATXN2-luciferase reporter) viability, CellTiter-Fluor protease fluorescence, 24 h; further: potency means the concentration at half of the fitted maximal effect; nearly all actives have a fitted effect of over 40% in size
HT1080 IDH1KD tx = HT-1080 IDH1 knockdown cell toxicity (counter line); HT-1080 IDH1 knockdown viability, ATP luminescence, 48 h; Potency, µM (doses to about 46.1 µM), for inactives: at the highest dose activity, negative = toxicity, hits mostly cytotoxic; actives 2% (n = 360,000);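 further: potency means the concentration at half of the fitted maximal effect; 0% = DMSO wells and -100% = cell-free medium wells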
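HT-1080-IDH1KD cells (IDH1 knocked down), 750/well in RPMI with 5% FBS, treated with compound 48 h at 37 degrees C. Viability by CellTiter-Glo luminescence, normalised to DMSO and no-cell wells; concentration-response curves classed.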
HepG2 tox = counter-screen for TGF-b inhibitors: cytotoxicity in HepG2 cells. Potency, µM (titrated, usually from 46.1 µM), for inactives: at the top dose activity change, negative = cytotoxicity, most hits filed as cytotoxic. HepG2 CAGA-GFP viability, ATP luminescence, 18 h. actives 0.76% (n = 410,000). AID 588856; further: potency means the concentration at half of the fitted maximal effect; some results filed as inactive show a strong effect at the top dose
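CellTiter-Glo luminescence gave cytotoxicity after 18 hours at 37 degrees C. The cells were HepG2 CAGA-GFP in 1% FBS DMEM, stimulated with 500 pg/mL TGF-beta after compound addition. %Activity was normalised to no-cell wells (complete cell-killing) and DMSO (no toxicity), and curves were fitted and classified.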
KB-3-1 tox = kills parental KB-3-1 adenocarcinoma cells; KB-3-1 viability, CellTiter-Glo ATP luminescence, 72 h; Potency, µM (top dose mostly 46.1 µM), for the others: at the highest dose activity change, negative = cytotoxic, most hits filed as cytotoxic; actives 1.4% (n = 400,000); further: potency means the concentration at half of the fitted maximal effect; on the % scale 0 is the no-effect control and ±100 the full control effect; nearly all actives have a fitted effect of over 60% in size
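Cells are dispensed, compounds pinned in, plates held at 37 °C for 72 h, then CellTiter-Glo is added and luminescence read after 10 minutes. Cell line: parental KB-3-1 in phenol-red-free DMEM, 10% FBS.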
* marks the source's active call; other numbers are inactive results; i = inactive; ? = inconclusive; . = no result given; [ ] = dose if it differs, or a comment. Unless noted, the call rests on the fitted dose curve; in most records, active means well fitted curve in the direction sought with a large enough effect; inconclusive means small, poorly fitted or top-dose-only effect, or another doubt; inactive means no such curve, though single readings can be large; an effect the other way counts as inactive or inconclusive.

mol,SW480 rerep,HT1080NT lethal,KB-3-1 tox,HepG2 tox,ATXN2 expr inh,ATXN viability,MCF10A rerep,IL-1B inflam inh,HT1080 IDH1KD tx
CC(C)CCNC(=O)C(c1ccncc1)N(C(=O)Cn1nnc(-c2ccc(F)cc2)n1)c1ccccc1F (configuration not stated),2%,-5%,8%,-41%,.,i,4%,-1,-4%
O=C1CCC2=C(CCCC2=O)N1,1%,9%,-4%,-19%,-8%,i,-4%,30,20%
COc1cc(/C=N/NC(=O)CNc2n[nH]c(=O)[nH]c2=O)ccc1O,.,18%,0%,-1%,2%,i,-3%,0,15%
O=C(COc1ccc(/C=N/NS(=O)(=O)c2ccccc2)cc1)N1CCOCC1,10%,-9%,10%,0%,-11%,i,6%,6,7%
O=C(Nc1nccs1)c1cccc2ccccc12,-25%,9%,-8%,33%,-32%,i,?,34,1%
Cc1ccn2c(CNCC3OCCc4ccccc43)c(C(=O)N3CCCCCC3)nc2c1 (configuration not stated),-1%,-6%,1%,-24%,-9%,i,-2%,-7,-12%
CN(C(=O)COC(=O)COc1ccc2c(c1)CCC2)c1c(N)n(Cc2ccccc2)c(=O)[nH]c1=O,-10%,5%,23%,5%,0%,i,-7%,-7,-5%
O=C(NC(=S)Nc1ccccc1Br)c1cccnc1,-11%,10%,6%,-30%,.,?,6%,0,3%
COc1cccc(NC(=O)Nc2nnc(-c3ccccc3SCc3ccccc3)s2)c1,?,?,0%,1%,-38%,i,7%,44,?
Cc1ccc(Nc2ncnc3c2cnn3C)c(C)c1,-2%,2%,7%,-16%,2%,i,10%,-4,4%
Cc1ccccc1-c1nc2ccccc2c(=O)o1,.,1%,-1%,-28%,.,i,.,56,-3%
COc1cc(NC(=O)COc2cc(C)cc3oc(=O)c(C)c(C)c23)cc(OC)c1OC,?,2%,?,-28%,-33%,i,6%,13,-3%
COC(=O)C1CCN(C(=O)Cn2nnc(-c3cccc(F)c3)n2)CC1,-69%,12%,6%,3%,6%,i,-3%,19,3%
COCCCNC(=S)NNC(=O)c1cccnc1,-8%,9%,9%,1%,1%,i,4%,0,7%
O=C(CC(c1ccccc1)c1ccccc1)NCC(O)c1ccc([N+](=O)[O-])cc1 (configuration not stated),?,-14%,-11%,-11%,-14%,i,29%,-69*,-4%
N#Cc1ccccc1NC(=S)NC(=O)c1cccs1,22%,-2%,1%,-23%,.,i,8%,42,0%
Cc1ccc(C)c(NC(=O)c2cc(-c3ccccc3O)n[nH]2)c1,?,-17%,-7%,-24%,36%,i,11%,?,-11%
O=C1CC(NS(=O)(=O)c2cc(F)ccc2F)CN1c1ccc2c(c1)OCCO2 (configuration not stated),-2%,1%,3%,-2%,-4%,i,1%,3,1%
COC(=O)c1[nH]c2cccc(OC)c2c1NC(=O)CCN1CC(C)CC(C)C1 (configuration not stated),-5%,-5%,11%,-25%,-3%,i,14%,-5,0%
O=C(OCC(=O)N1CCc2ccccc21)[C@@H]1CC(O)CN1S(=O)(=O)c1ccc(Cl)cc1 (some centres not stated),-6%,1%,7%,-34%,.,i,17%,-22,5%

3 of the entries above in order of their number in SW480 rerep, largest number first:
SMILES | SW480 rerep | IL-1B inflam inh
N#Cc1ccccc1NC(=S)NC(=O)c1cccs1 | 22% | 42
Cc1ccn2c(CNCC3OCCc4ccccc43)c(C(=O)N3CCCCCC3)nc2c1 (configuration not stated) | -1% | -7
COCCCNC(=S)NNC(=O)c1cccnc1 | -8% | 0

Continuation.
mol,SW480 rerep,HT1080NT lethal,KB-3-1 tox,HepG2 tox,ATXN2 expr inh,ATXN viability,MCF10A rerep,IL-1B inflam inh,HT1080 IDH1KD tx
O=S(=O)(Nc1ccc2nc(-c3ccc(F)cc3)oc2c1)c1ccccc1,.,.,1%,-104%,?,?,.,.,.
COc1ccc(-c2cc(C(F)(F)F)n3nc(C(=O)N4CCOCC4)c(Cl)c3n2)cc1,3%,0%,0%,-18%,1%,i,13%,-18,-4%
CC[C@@H](C)C(C(=O)N1CCN(C(=O)OC(C)(C)C)CC1)n1cc(-c2cn([C@@H](C)C(=O)N3CCN(C(=O)OC(C)(C)C)CC3)nn2)nn1 (some centres not stated),-5%,-4%,-4%,-12%,1%,i,10%,6,-5%
O=C(Nc1ccccn1)c1ccc(Cl)c([N+](=O)[O-])c1,-1%,14%,-7%,-15%,5%,i,?,-19,13%
CC(C)Oc1cc(O)c2c(=O)c(-c3ccc(O)cc3)coc2c1,1%,-5%,0%,-26%,61%[activator],i,?,-8,1%
Cn1cccc1C(=O)NCC(c1ccco1)N1CCCCC1 (configuration not stated),?,-2%,-1%,-2%,-21%,?,8%,10,0%
CC(C)(C)NC(=O)c1sccc1C(=O)O,1%,14%,0%,-28%,-21%,i,-6%,0,1%
CNc1nc(C)c(C(=O)OCC(=O)OC)s1,-5%,0%,5%,-12%,0%,i,0%,13,-7%
Clc1ccccc1/C=N/NC1=Nc2cccc3cccc1c23,?,?,-7%,-51%,-35%,13µM*,?,-20,?
CC1CN(C(=O)Cn2c(=O)oc3ccccc32)CC(C)O1 (configuration not stated),-8%,9%,-7%,3%,5%,i,0%,32,14%
O=C(CSc1n[nH]c(-c2ccncc2)n1)c1ccccc1,?,-2%,0%,-30%,2%,i,?,2,-1%
Cc1cc(NC(=O)CCC(=O)N(Cc2ccco2)C(C(=O)NC2CCCC2)c2ccccc2C)no1 (configuration not stated),17%,-12%,-1%,8%,-3%,i,-2%,-3,-14%
O=C(Cc1cccc(C(F)(F)F)c1)Nc1ccccc1N1CCCC1,0%,1%,6%,-8%,-19%,i,28%,52,0%
Cc1onc(-c2ccccc2)c1C(=O)NCC(=O)Nc1cc(Cl)ccc1Cl,-5%,-3%,-13%,-9%,6%,i,2%,?,-11%
CCc1ccccc1NC(=O)CSc1ccsc1[N+](=O)[O-],1%,12%,-1%,-33%,18%,i,0%,?,12%
Cn1cccc1C(=O)NCCc1ccc(Cl)cc1,-4%,17%,12%,-47%,36%[activator],i,-5%,-12,1%
Cc1ccc(C)c(N(CC(=O)NCc2ccco2)C(=O)CCC(=O)Nc2nccs2)c1,-34%,-2%,14%,-7%,-14%,i,-1%,.,13%
Cc1cc(C)cc(NC(=O)c2oc3ccccc3c2COc2ccccc2)c1,1%,-1%,-12%,13%,6%,i,?,-4,-1%
CN1CCN(c2nc(-c3ccc(Cl)s3)cs2)CC1,?,1%,-1%,-73%,13%,i,-8%,-16,1%
Cc1cc(Cl)ccc1NC(=S)NCCC(c1ccccc1)c1ccccc1,0%[9.22 µM],?,?,-27%,?,?,13µM*,-8,?
COc1ccccc1CNC(=O)C(=O)NCC1OCCN1S(=O)(=O)c1cccs1 (configuration not stated),-3%,0%,?,-4%,2%,i,0%,0,-9%
CC1CCN(c2ccc3c(c2)S(=O)(=O)c2cccc(C(=O)NCc4cccc(F)c4)c2C3=O)CC1,10%,-3%,5%,10%,11%,.,?,8,-1%
CCOC(=O)c1cnc(SCC(=O)NCc2cccs2)nc1N,6%,-12%,4%,14%,5%,i,2%,35,-3%[9.24 µM]
CCOC(=O)N1CCN(C(=O)COC(=O)c2ccc(N(C)C)cc2)CC1,-4%,1%,7%,-1%,8%,i,-3%,1,6%
Clc1ccc(-c2noc(COc3ccccc3)n2)cc1,4%,?,-4%,-6%,31%[activator],i,8%,-19,?
COc1ccc(CCNC(=O)CC(Cc2ccc(C)cc2)C(=O)O)cc1OC (configuration not stated),-30%,0%,4%,-19%,.,i,-1%,9,8%
CCN1C(=O)[C@H]2[C@@H](c3ccc(SC4CCCCC4)c(OC)c3)N[C@@](Cc3ccccc3)(C(=O)OC)[C@H]2C1=O,-3%,26%,-7%,-12%,6%,i,8%,-17,-5%
C=CCCC(=O)N1CCCC(Cc2cccc(Cl)c2)(C(=O)OCC)C1 (configuration not stated),5%,-15%,-2%,-21%,6%,i,14%,-56*,-25%
C[n+]1c2n(c3ccccc31)N=C(c1ccc(Br)cc1)CS2,21%,?,?,-33%,?,?,?,-89*,13µM*
CCOC(=O)C1CCN(C(=O)Nc2cc(Cl)cc(Cl)c2)CC1,-38%,-11%,2%,-66%,-1%,i,?,8,-7%
Nc1ccc2cc3ccccc3cc2c1,?,5%,0%,-17%,37%,.,165%,-13,-4%
CN(C)S(=O)(=O)c1cccc(-c2nnc(SCC(=O)NCCCCCC(=O)O)n2-c2ccc(F)cc2)c1,-15%,0%,-11%,-4%,-18%,i,?,0,4%
O=C(CON=C1c2ccccc2-c2ccccc21)NC12CC3CC(CC(C3)C1)C2,21%,?,0%,35%,-1%,i,?,-30,?
Cc1ccc(-c2cc(C(=O)Nc3ccncc3)c3ccccc3n2)cc1,-1%,2%,13%,-4%,-34%,?,?,-78*,5%
Clc1ccc(-c2cc3ccccc3[nH]2)cc1,11%,11%,5%,-33%,36%,?,17%,-5,14%
CC1CCN(C(=O)COC(=O)[C@H](C)NS(=O)(=O)/C=C/c2ccccc2)CC1,1%,2%,6%,1%,4%,i,0%,8,10%
CN(C)S(=O)(=O)c1ccc(Cl)c(NC(=O)COC(=O)/C=C/c2ccc3ccccc3n2)c1,0%,-2%,0%,-13%,-12%,i,-3%,9,-1%
Cc1nc(Cl)c(Cl)n1CCOc1ccccc1,-23%,0%,-1%,9%,29%,i,-11%,.,-12%

Random draw from the library, and some 8.9% of all compounds hit somewhere here.
